USP7 inh: human USP7 deubiquitinase inhibition. Q93009. purified USP7, Ub-rhodamine cleavage fluorescence. inhibition, % at 20 µM. hit rate 0.3% among 47,000
USP30 block: human USP30 deubiquitinase inhibition; purified USP30, Ub-rhodamine cleavage fluorescence; hit rate 5.3% among 47,000; inhibition, % at 25 µM; AID 1645860; Q70CQ3
USP17 block: human USP17-like deubiquitinase inhibition; A8MUK1; purified USP17, Ub-rhodamine cleavage fluorescence, 3 h; inhibition, % at 50 µM; hit rate 6.5% among 47,000; AID 1645855
USP10 block: inhibitors of human USP10 deubiquitinase; purified USP10, Ub-rhodamine fluorescence, 60 min; hit rate 1.1% among 47,000; inhibition, % at 20 µM; Q14694; AID 1645856
USP8 inh: human USP8 deubiquitinase inhibition | inhibition, % at 20 µM | purified USP8, Ub-rhodamine cleavage fluorescence, 30 min | hit rate 4.2% among 47,000
Target sequence (P40818 whole entry, looked up): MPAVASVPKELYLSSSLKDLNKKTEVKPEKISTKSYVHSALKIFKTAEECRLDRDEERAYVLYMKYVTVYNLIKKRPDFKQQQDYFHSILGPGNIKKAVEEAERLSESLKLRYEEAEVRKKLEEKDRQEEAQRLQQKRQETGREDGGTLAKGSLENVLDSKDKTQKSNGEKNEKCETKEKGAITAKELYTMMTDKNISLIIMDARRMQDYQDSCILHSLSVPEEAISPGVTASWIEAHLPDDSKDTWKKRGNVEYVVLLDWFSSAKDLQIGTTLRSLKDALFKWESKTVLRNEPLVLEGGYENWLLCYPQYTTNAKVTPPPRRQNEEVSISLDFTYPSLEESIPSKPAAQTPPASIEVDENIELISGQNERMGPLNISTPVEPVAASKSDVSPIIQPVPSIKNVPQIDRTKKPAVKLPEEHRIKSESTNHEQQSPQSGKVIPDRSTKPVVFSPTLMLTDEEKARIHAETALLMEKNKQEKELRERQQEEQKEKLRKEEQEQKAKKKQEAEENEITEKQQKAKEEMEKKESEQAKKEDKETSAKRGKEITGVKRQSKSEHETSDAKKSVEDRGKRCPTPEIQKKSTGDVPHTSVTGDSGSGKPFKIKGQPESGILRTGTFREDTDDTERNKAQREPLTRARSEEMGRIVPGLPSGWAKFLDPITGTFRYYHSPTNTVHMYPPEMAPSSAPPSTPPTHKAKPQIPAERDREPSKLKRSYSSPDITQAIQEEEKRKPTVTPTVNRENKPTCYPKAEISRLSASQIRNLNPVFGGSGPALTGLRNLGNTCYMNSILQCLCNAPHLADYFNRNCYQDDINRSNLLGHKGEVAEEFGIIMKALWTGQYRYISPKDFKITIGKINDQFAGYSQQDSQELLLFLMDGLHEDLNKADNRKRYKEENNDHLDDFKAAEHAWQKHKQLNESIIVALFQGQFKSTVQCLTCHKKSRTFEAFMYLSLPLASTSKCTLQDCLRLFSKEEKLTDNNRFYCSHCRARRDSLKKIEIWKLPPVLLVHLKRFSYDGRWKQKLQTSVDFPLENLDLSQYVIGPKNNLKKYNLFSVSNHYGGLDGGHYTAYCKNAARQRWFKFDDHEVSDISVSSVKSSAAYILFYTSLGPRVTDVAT
OTUD3 block: inhibitors of human OTUD3 deubiquitinase; Q5T2D3; purified OTUD3, Ub-rhodamine fluorescence, 2 h; inhibition, % at 25 µM; hit rate 0.7% among 47,000
USP28 inh: human USP28 deubiquitinase inhibition; inhibition, % at 25 µM; AID 1645857; hit rate 3% among 47,000; purified USP28, Ub-rhodamine cleavage fluorescence, 30 min
UCHL1 block: blocks human UCHL1 ubiquitin-rhodamine cleavage. P09936. purified UCHL1, Ub-rhodamine cleavage fluorescence. inhibition, % at 20 µM. hit rate 0.2% among 47,000. AID 1645859
* = called active by the depositor; i = inactive; nt = not tested or not shown. Cut-off read from the data, not from the text of the source: active = inhibition above about 30%; inactive = the rest.

Screens in order: USP7 inh | USP30 block | USP17 block | USP10 block | USP8 inh | OTUD3 block | USP28 inh | UCHL1 block
> Cc1ccc(Cn2c(=O)c3ccccc3n3c(CCC(=O)NCCN4CCOCC4)nnc23)cc1
→ -25 | 13 | 0 | 0 | -4 | 11 | 8 | 4
> Cc1ccccc1CNC(=O)c1cccc(-c2cnc(N3CCCC3)nc2)c1
→ 7 | 32* | 5 | -3 | 6 | 10 | 8 | 0
> O=C(O)C1CCN(Cc2c(-c3ccc4c(c3)OCO4)nc3ncccn23)CC1
→ 0 | 7 | 2 | -6 | 2 | 7 | 0 | 0
> Cc1ccc(S(=O)(=O)N2CCCC2C(=O)N2CCN(c3cccc(Cl)c3)CC2)cc1 (stereo unspecified)
→ 4 | 0 | 2 | 1 | 1 | 0 | 9 | 1
> O=C(CC1CC1)N1C[C@@H]2CCN(c3ncccn3)C[C@@H]2C1
→ -21 | -283 | -81 | -6 | -84 | -62 | -82 | -23
> Cc1ccc(F)cc1NC(=O)CN(C)Cc1ccc2c(c1)OCO2
→ 2 | -1 | 2 | 0 | 10 | 4 | 0 | 2
> O=c1[nH]c(-c2cccnc2)nc2c1CCN(Cc1[nH]c3ccccc3c1Cl)C2
→ -1 | -18 | 21 | 0 | 37* | -13 | -13 | -4
> CC1(C)c2[nH]c3ccccc3c2C[C@@H]2C(=O)N(C3CCCCC3)CC(=O)N21
→ -20 | 13 | 12 | 7 | 31* | 8 | 12 | 0
> O=C(CC1(O)C(=O)N(Cc2cccc3ccccc23)c2ccccc21)c1cccc2ccccc12 (stereo unspecified)
→ 5 | 3 | 3 | 0 | 2 | -3 | 5 | 7
> COc1ccc(NC(C)(C)c2nnnn2-c2c(C)cccc2C)cc1
→ -2 | 1 | -5 | -4 | -1 | -8 | -2 | -1
> Fc1cnc(N2C[C@H](OCc3ccccn3)[C@H]3COC[C@H]32)nc1
→ -7 | -76 | -19 | -8 | -40 | -16 | -24 | -9
> Cc1ccc(-c2nc(Cn3cccc3C(=O)N3CCOCC3)no2)cc1
→ -4 | 8 | 9 | -1 | 19 | 15 | 8 | 0
> Cc1noc(C)c1CN1CCC(NC(=O)c2cccc(Cl)c2)CC1
→ -3 | -26 | -11 | -2 | -5 | -5 | -5 | 0
> CCN1C(=O)[C@H]2CN(c3ncccn3)C[C@H]2C12CCN(C(=O)c1cccnc1)CC2
→ -1 | 17 | -17 | -3 | -194 | 7 | 4 | 0
> COc1ccc(CC(NC(C)=O)C(=O)NC2CCN(C(=O)c3cnccn3)CC2)cc1OC (stereo unspecified)
→ 5 | 13 | 1 | 7 | 23 | 9 | -1 | 3
> Cn1cc(CN2C[C@H]3C[C@H]4[C@](C2)(CN(Cc2cccc(Cl)c2)S4(=O)=O)O3)cn1
→ -3 | 6 | -5 | -1 | 0 | -5 | -13 | -1
> COc1ccc(C(NC(=O)COc2ccc(C)cc2)c2ccc(OC)c(OC)c2)cc1OC
→ 0 | -18 | nt | -4 | -16 | -8 | -7 | 0
> CC1CCCN(CC2CCN(C(=O)NCc3ccc(F)cc3)CC2)C1 (stereo unspecified)
→ -2 | -22 | -2 | -5 | 13 | 7 | -7 | -2
> CC(Oc1ccc(F)cc1)c1nnc(C2(c3ccccc3Cl)CCOCC2)o1 (stereo unspecified)
→ -10 | 23 | 13 | 0 | 19 | 7 | 7 | 8
> Cc1cnc(C(=O)N2CCCC(c3ncc(Cc4cccc(F)c4)o3)C2)cn1 (stereo unspecified)
→ 2 | 12 | 6 | 0 | 10 | 10 | 5 | 0
> CCOC(=O)c1sc2ccccc2c1S(=O)(=O)Nc1ccccc1Cl
→ -4 | -8 | -16 | 21 | -241 | -5 | -11 | -2
> Cn1ncc2c(N3CCSCC3)nc(C(=O)NC3CCCC3)nc21
→ -8 | nt | 8 | 1 | -1 | 1 | nt | 1
> Cc1ccc(-c2nnc(CN3CCN(Cc4ccccc4)CC3)o2)cc1
→ 2 | 20 | 10 | 0 | 6 | 12 | 12 | 4
> COc1ccc(Cn2cc(-c3ccc(Cl)cc3)cc(C#N)c2=O)cc1
→ 9 | 42* | 14 | 8 | 7 | 16 | 17 | 2
> CN1C(=O)COc2ccccc2CCCC[C@@H]2[C@H]1CCCN2C(=O)c1ccnnc1
→ 2 | -1 | -10 | 1 | -1 | -1 | -4 | -6
> COCCCN1CCS(=O)(=O)c2c(Cl)c(F)nc(Oc3ccccc3)c21
→ -142 | -2 | 41* | 0 | 35* | -7 | 7 | 1
> COc1cc2c(cc1OC)N=CCC2
→ 6 | nt | 13 | -2 | 2 | 2 | nt | 2
> O=C(CC1CCCCC1)Nc1cc(F)c2nc(N3CCOCC3)ccc2c1
→ -3 | -63 | 40* | -7 | 65* | -21 | -22 | -4
> CC(=O)N[C@@H]1C[C@H](c2cccc(F)c2)O[C@@H]2CCC[C@@H]12
→ -1 | 1 | -8 | 2 | 1 | -5 | -13 | -1
> O=C(C1CN(Cc2ccccn2)Cc2ccnn2C1)N1CCCC1 (stereo unspecified)
→ -2 | -7 | -15 | 0 | -71 | -5 | -12 | -4
> O=C(c1ccc2c(c1)OCCO2)N1CCC[C@H]1Cn1nc(-c2ccccc2)ccc1=O
→ -2 | 0 | -3 | -1 | 6 | 4 | 2 | 2
> O=C(COc1ccccc1)Nc1nc(-c2ccc(Br)o2)ns1
→ -8 | -86 | -11 | 4 | 2 | -28 | -14 | 0
> COc1ccccc1N1CCN(C(=O)c2cc(C)on2)CC1
→ 0 | nt | 3 | 0 | 2 | -3 | nt | 1
> COc1ccc(C(=O)N(c2ccccn2)C2CCCCC2)c(OC)c1
→ 8 | 16 | 9 | -2 | 7 | 3 | -1 | 1
> O=C(OCc1ccccc1F)c1cc2ccccc2cc1O
→ 10 | -9 | -7 | 5 | -70 | 6 | 23 | 3
> COc1ccc(C(=O)NCc2cn3cccc(C)c3n2)c(OC)c1
→ 3 | 20 | 4 | 2 | 2 | 4 | 7 | 0
> COc1cccc(NC(=O)N2CCC3(CC2)C(=O)Nc2ccccc23)c1
→ -1 | 4 | 0 | 2 | -40 | -2 | 1 | 0
> O=C(CCc1nc(-c2ccccc2F)no1)Nc1nc2ccccc2s1
→ 8 | 20 | 7 | 7 | 18 | 5 | 2 | 1
> COc1ccccc1CNS(=O)(=O)c1ccc2c(c1)C(=O)N(C)c1ncccc1O2
→ 1 | 7 | -2 | 0 | 5 | 5 | 6 | -1
> Cc1cc(C)n2nc(C(=O)N(C)C(c3ccccc3)c3ccccc3)nc2n1
→ -5 | 16 | 3 | 0 | 6 | 5 | 6 | 0
> Cc1n[nH]c(C)c1CC(=O)N1CCN(S(=O)(=O)c2ccc3c(c2)CCC3)CC1
→ 2 | nt | 6 | 3 | 1 | 2 | nt | 2
> CC(C(=O)N1CCN(c2ccc([N+](=O)[O-])cc2)CC1)N1Cc2ccccc2C1=O (stereo unspecified)
→ -8 | -23 | -18 | -2 | -147 | -6 | 0 | -4
> CS(=O)(=O)c1ccc(CN2CCC3(C/C=C/Cc4ccccc4OCC(=O)NC3)CC2)cc1
→ 2 | 12 | -4 | -2 | -4 | 0 | 4 | 0
> Cc1cccc(CCNC(=O)CCc2nnc3n(CCc4ccccc4)c(=O)c4ccccc4n23)c1
→ 0 | 39* | 22 | 5 | 3 | 1 | 2 | -2
> Cc1ccc(Cl)cc1N1CCN(C(=O)c2cnn3c(-c4ccccc4)cc(-c4ccccc4)nc23)CC1
→ 4 | 5 | -2 | 5 | -2 | -3 | -8 | 0
> O=C1CC(NS(=O)(=O)c2ccc3ccccc3c2)CN1c1cccc(F)c1 (stereo unspecified)
→ 2 | 23 | 55* | 9 | 10 | 6 | 12 | 6
> COc1ccc(CCNC(=O)c2cnc3sc4c(n3c2=O)CCCC4)cc1OC
→ -2 | 0 | -20 | 0 | -80 | -6 | 40* | 0
> Cc1c(C(=O)Nc2ccc(-n3c(C)nc4ncccc4c3=O)cc2)cccc1[N+](=O)[O-]
→ -1 | 3 | -13 | 0 | -99 | 4 | 3 | 0
> CC(=O)N1CC[C@H]2COC(=O)N(Cc3ccccc3)[C@@H]2C1
→ 0 | 1 | 6 | 0 | 10 | 2 | -7 | -2
> COc1ccc(S(=O)(=O)N2CC(=O)Nc3ccccc32)cc1
→ -1 | -4 | -3 | -1 | 4 | 0 | -4 | 0

Compound profiles, as listed above. Screens in order: USP7 inh | USP30 block | USP17 block | USP10 block | USP8 inh | OTUD3 block | USP28 inh | UCHL1 block
Profile of COc1ccc(CCNC(=O)c2cnc3sc4c(n3c2=O)CCCC4)cc1OC : -2 | 0 | -20 | 0 | -80 | -6 | 40* | 0
Profile of CS(=O)(=O)c1ccc(CN2CCC3(C/C=C/Cc4ccccc4OCC(=O)NC3)CC2)cc1 : 2 | 12 | -4 | -2 | -4 | 0 | 4 | 0

(list continues)
Screens in order: USP7 inh | USP30 block | USP17 block | USP10 block | USP8 inh | OTUD3 block | USP28 inh | UCHL1 block
> Cc1ccccc1CN1CCOC(c2ccc(Nc3ccc(F)cn3)cn2)C1 (stereo unspecified)
→ 3 | -23 | 0 | 5 | 12 | -5 | 20 | 7
> CCN(CCCNS(=O)(=O)c1ccc2c(c1)CCN2C(C)=O)c1ccccc1
→ 0 | 0 | 1 | 0 | -5 | 6 | 2 | 3
> Cc1cc(-c2onc(C)c2C(=O)O)no1
→ 4 | 16 | 11 | -2 | 20 | 12 | 12 | 2
> Cc1nc(-c2ccc(Cl)cc2)sc1-c1ccc2ccccc2n1
→ 1 | 0 | 6 | -2 | 1 | 6 | -3 | 0
> O=C(C1CCCN(c2nc3ncccc3n3cccc23)C1)N1CCN(c2ccccn2)CC1 (stereo unspecified)
→ -24 | i | -153 | -7 | -117 | -145 | -214 | -19
> COCc1cc(=O)n2c(n1)N(Cc1cccc(OC)c1)CC2
→ nt | 21 | -1 | 2 | 1 | 2 | -1 | 3
> O=C(Nc1cc(=O)[nH]c2nc(CCc3ccccc3)nn12)c1ccc(F)cc1
→ 3 | -75 | -33 | 6 | 6 | -43 | -58 | 0
> CC1CN(C(=O)COc2ccc(Cl)cc2)C(C)CN1C(=O)COc1ccc(Cl)cc1 (stereo unspecified)
→ -77 | -165 | 8 | -9 | -113 | 0 | -9 | -3
> O=C(Cc1ccccc1)NCc1noc(C2CCCC2)n1
→ -3 | 2 | 1 | 0 | -1 | 1 | -8 | -3
> N#Cc1cccc(C(=O)N2CCN(Cc3noc(-c4ccccc4)n3)CC2)c1
→ -2 | -5 | -14 | -3 | -2 | -3 | -8 | 0
> Cc1cccc2cc(CNCCCN3CCOCC3)c(=O)[nH]c12
→ 3 | -8 | 9 | -1 | 10 | 5 | 0 | 3
> Cn1ncc2c(N3CCNC(=O)CC3c3ccccc3)ncnc21 (stereo unspecified)
→ 2 | -9 | -18 | 2 | 1 | -6 | -8 | -4
> O=c1c2cnc3nc(-c4ccncc4)nn3c2ccn1C1CCCCC1
→ -8 | -8 | 2 | -2 | -1 | -6 | -16 | -1
> COc1ccc(NC(=O)Cn2c(=O)n(CCCCC(=O)NCc3ccco3)c(=O)c3ccccc32)cc1Cl
→ 3 | -6 | -18 | 59* | 1 | 6 | -4 | 1
> C=C1Nc2ccccc2C(=O)N1c1cccc(NC(=O)Cc2ccc(F)cc2)c1
→ 3 | -12 | -6 | 0 | -12 | 1 | 3 | 2
> CC(=O)Nc1ccc(S(=O)(=O)N2CCCC(C(=O)NCc3ccncc3)C2)cc1 (stereo unspecified)
→ 3 | -2 | -6 | -5 | 0 | -4 | -7 | -3
> COc1[nH]c(C/C=C(\C)C/C=C/C(C)=C/C(C)C(O)C2(C)OC2C)c(C)c(=O)c1OC (stereo unspecified)
→ -5 | -12 | -44 | 0 | 0 | -18 | -15 | -3

Structures above that have a nitro group on carbon (2):
Screens in order: USP7 inh | USP30 block | USP17 block | USP10 block | USP8 inh | OTUD3 block | USP28 inh | UCHL1 block
> CC(C(=O)N1CCN(c2ccc([N+](=O)[O-])cc2)CC1)N1Cc2ccccc2C1=O (stereo unspecified)
→ -8 | -23 | -18 | -2 | -147 | -6 | 0 | -4
> Cc1c(C(=O)Nc2ccc(-n3c(C)nc4ncccc4c3=O)cc2)cccc1[N+](=O)[O-]
→ -1 | 3 | -13 | 0 | -99 | 4 | 3 | 0

Nothing new here: two of the compounds above.
Screens in order: USP7 inh | USP30 block | USP17 block | USP10 block | USP8 inh | OTUD3 block | USP28 inh | UCHL1 block
> CC(=O)Nc1ccc(S(=O)(=O)N2CCCC(C(=O)NCc3ccncc3)C2)cc1 (stereo unspecified)
→ 3 | -2 | -6 | -5 | 0 | -4 | -7 | -3
> COc1[nH]c(C/C=C(\C)C/C=C/C(C)=C/C(C)C(O)C2(C)OC2C)c(C)c(=O)c1OC (stereo unspecified)
→ -5 | -12 | -44 | 0 | 0 | -18 | -15 | -3

Grouped by structure, the compounds so far with a cyano group.
Screens in order: USP7 inh | USP30 block | USP17 block | USP10 block | USP8 inh | OTUD3 block | USP28 inh | UCHL1 block
> COc1ccc(Cn2cc(-c3ccc(Cl)cc3)cc(C#N)c2=O)cc1
→ 9 | 42* | 14 | 8 | 7 | 16 | 17 | 2
> N#Cc1cccc(C(=O)N2CCN(Cc3noc(-c4ccccc4)n3)CC2)c1
→ -2 | -5 | -14 | -3 | -2 | -3 | -8 | 0

Screening data (PubChem BioAssay)
